ERK EGF inh: qHTS Assay for Inhibitors of the ERK Signaling Pathway using a Homogeneous Screening Assay; Stimulation with EGF; HEK293-V1b, EGF-stimulated phospho-ERK AlphaScreen; Potency, µM (doses to about 11.5 µM), for inactives: at the top dose activity change, negative = inhibition, usual class: inhibitors; hit rate 0.41% among 130,000; AID 1454, 2008; active means well fitted inhibition curve with a large enough effect; inconclusive means small, poorly fitted or top-dose-only effect, or effect the other way;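 further: plate controls were stimulated vehicle wells for no effect and unstimulated vehicle basal for full effect; nearly all actives have a fitted effect of over 55% in size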
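Readout: AlphaScreen signal for phosphorylated ERK in lysed HEK293 cells stably expressing V1b. Stimulus 25 nM EGF, 5 min, following 30 min compound exposure. Data scaled to DMSO basal and full EGF activation.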
* marks the source's active call; other numbers are inactive results; ? = inconclusive; & = joins results of further samples; [ ] = another dose, or the depositor's remark. Potency means the concentration at half of the fitted maximal effect. These rows are one share of the data; rates above refer to the full screens.

ERK EGF inh	smiles
-2%	O=C(O)CCC(=O)Nc1cccc2cccnc12
3%[57.5 µM]	CCOC(=O)c1cc(C)nc(Sc2ccc(C)cc2)c1C#N
-2%	CCOC(=O)c1[nH]c2ccc(OC)cc2c1NC(=O)CCN1CCSCC1
-8%	Cc1ccc(NC(=O)CCn2cnc3ccccc3c2=O)cc1
2%	Cc1cccc(C)c1OCC(=O)Nc1ccccc1C(F)(F)F
-2%	O=C(/C=C/c1ccc(Cl)cc1)NCc1ccncc1
-3%[57.5 µM]	CSc1ccc(/C=N/NC(=O)c2cccs2)cc1
4%	CCC(C)C(NC(=O)C1CCC(C)CC1)C(=O)Nc1ccc(OC)cc1OC (configuration not stated)
-4%	C/C(CCc1ccc2c(c1)OCO2)=N\NC(=S)NC(C)C
-5%[57.5 µM]	Cc1noc(C(F)(F)F)c1C(=O)NNC(=O)c1cccc(C(F)(F)F)c1
-4%	O=C(NCc1ccc2c(c1)OCO2)c1ccc(NS(=O)(=O)c2ccc3c(c2)OCCO3)cc1
-1%	COC(=O)c1ccccc1N/C=C/C(=O)c1ccc(Br)cc1
10%	C[C@H](N)C(=O)O
2%	Cc1cc(C)c(C)c(S(=O)(=O)Nc2ccccc2C(=O)O)c1C
-2%	O=C(/C=C/c1ccc(OCc2c(F)cccc2Cl)cc1)N1CCOCC1
-5%	O=C(CSc1nnc(COc2ccc(Br)cc2)o1)N1CCOCC1
-9%[57.5 µM]	COc1ccc(NC(=S)N(CCN(C)C)C(C)c2ccncc2)cc1Cl (configuration not stated)
5%	CCOC(=O)c1ccc2c(c1)N(CC#N)C(=O)C(C)(C)O2
-5%	Cc1c(NC(=O)C(C)OC(=O)c2cc(Cl)nc(Cl)c2)c(=O)n(-c2ccccc2)n1C (configuration not stated)
-9%	Cc1ccc2oc(=O)n(CCCOc3ccccc3C)c2c1
-4%	Cc1cc(C(F)F)n2ncc(C(=O)N3CCCCC3)c2n1
-6%	FCCCOc1ccc(CN2CCN(c3ccccc3F)CC2)cc1
-5%	CC1CN(S(=O)(=O)c2ccc(C(=O)NCCCn3ccnc3)cc2)CC(C)O1 (configuration not stated)
3%	OCCC1CN(Cc2cccn2-c2ccccn2)CCN1Cc1ccccc1 (configuration not stated)
-8%[57.5 µM]	O=C(c1ccoc1)N1CCC2(CC1)Oc1ccc(Cl)cc1C(=O)C21CC(c2ccc(Cl)cc2)=NO1 (configuration not stated)
-2%	O=C(Nc1ccc(N2CCN(c3ccccc3)CC2)c(F)c1)C1CC1
1%	CC(=O)NC1=NN(C(C)=O)C(c2ccc(F)cc2)S1 (configuration not stated)
16%	C=CC1=C(C)/C(=C/c2[nH]c(Cc3[nH]c(/C=C4\NC(=O)C(C)=C4C=C)c(C)c3CCC(=O)O)c(CCC(=O)O)c2C)NC1=O
-5%	O=c1[nH]c(=O)c2ncc(-c3ccc(Cl)cc3)nc2[nH]1
1%	O=[N+]([O-])c1ccccc1CNC1CCCc2ccccc21 (configuration not stated)

Reformatted: results already given.
canonical_smiles	ERK EGF inh
COC(=O)c1ccccc1N/C=C/C(=O)c1ccc(Br)cc1	-1%
C[C@H](N)C(=O)O	10%
Cc1cc(C)c(C)c(S(=O)(=O)Nc2ccccc2C(=O)O)c1C	2%
O=C(/C=C/c1ccc(OCc2c(F)cccc2Cl)cc1)N1CCOCC1	-2%

Additional results
ERK EGF inh	smiles
12%[57.5 µM]	Cc1ccc(Oc2ncccc2NC(=O)CCCC(=O)O)c2c1CCC2
-1%	CCC1=C(OC(=O)N(CC)CC)N2C(=O)OC(=NCC(=O)OC)[C@]2(C)[C@H]2C1=CC[C@H]1C(=O)NC(=O)[C@H]12
-1%	Cc1cc(NC(=O)CCC(=O)N(c2ccccc2)C(C(=O)NC2CCCC2)c2ccccc2)no1 (configuration not stated)
0%	CCOc1ccccc1NC(=S)N(CCC(C)C)C1CCN(C(C)=O)CC1
3%	O=S(=O)(Nc1ccc(Cl)cn1)c1cccc(S(=O)(=O)c2ccccc2)c1
-1%	COc1cc(C=C2C(=O)OC(c3ccccc3)OC2=O)cc(Br)c1O (configuration not stated)
-18%	Cc1cccc(C=Nc2ccc3c(c2)oc2ccccc23)c1O
0%	CN(C)CCC(=O)N1c2ccccc2Sc2ccc(Cl)cc21
1%[57.5 µM]	Cc1ccc(S(=O)(=O)N(C)C)cc1NC(=O)CSc1nnnn1-c1ccc(O)cc1
-7%	NC(=S)N/N=C/c1cc([N+](=O)[O-])ccc1Cl
?	O=c1cc(N2CCN(c3ccccc3Cl)CC2)[nH]c(=O)n1Cc1ccc(F)cc1
-6%[57.5 µM]	Cc1ccc(NC(=O)c2nsc(Cl)c2Cl)cc1
3%	O=C(CCc1nnc(C2(c3ccc(Cl)cc3)CCC2)o1)NCCCn1cccn1
14µM*	Oc1ccc2ccccc2c1N=Nc1ccccc1F
?	CSc1ccccc1C(=O)N1CCN(c2cccc(Cl)c2)CC1
14%[57.5 µM]	CCOC(=O)/C(C#N)=C/N=c1ccc(C)cn1C
1%	O=C(COC(=O)CCC(=O)c1cccs1)Nc1ccccc1[N+](=O)[O-]
0%	Cc1ccc(S(=O)(=O)Nc2cccc(-c3ccc4nnc(C)n4n3)c2)s1
10%	COc1cccc(C(=O)N2CCC(O)(c3cccnc3)CC2)c1
-1%[57.5 µM]	Cc1ccc2nc(N/C(=N/S(=O)(=O)c3ccc(F)cc3F)c3ccccc3)sc2c1
7%	CCc1cc(C(=O)OC)c(NC(=O)CC2Nc3cc(C)c(C)cc3NC2=O)s1 (configuration not stated)
4%	O=C(CSc1nc2ccccc2c(=O)n1-c1ccc(F)cc1)Nc1ccc(Cl)c(S(=O)(=O)N2CCOCC2)c1
-3%	O=C(NNC1=NCCCCC1)c1cccc([N+](=O)[O-])c1
-6%[57.5 µM]	C#CCNC(=O)C1=C[C@@H](c2coc3ccccc3c2=O)[C@H](CCCO)[C@@H](OCC)O1
-23%	COC(=O)c1cc(OC)c(OC)cc1NC(=S)N1CCCC1
9%	O=C(COC(=O)CCSc1ccccc1)NCc1ccccc1Cl
-1%[57.5 µM]	O=C(/C=C/c1cccc([N+](=O)[O-])c1)N1CC[C@@]2(O)CCCC[C@H]2C1
0%	O=C(/C=C/c1ccc([N+](=O)[O-])cc1)OCc1cnc(-c2ccccc2)o1
-2%[57.5 µM]	O=C1CCCc2ccccc2N1
2%	Nc1cc(=O)[nH]c(SCC(=O)Nc2cc([N+](=O)[O-])ccc2Cl)n1
26%	OCC(O)C(O)C(O)C(O)C(O)CO (configuration not stated)
-2%[57.5 µM]	O=c1cc(COc2ncnc3c(Cl)cc(Cl)cc23)nc2sccn12
-7%	COc1ccc(C2=NN(S(C)(=O)=O)C(c3cccs3)C2)cc1 (configuration not stated)
14%[57.5 µM]	CN(C)CCn1c(=O)n(-c2ccc(F)cc2)c(=O)c2c3c(sc21)CCCCC3
-8%	O=C(Nc1ccccc1Cl)C1CC(=O)n2c(nc3ccccc32)N1 (configuration not stated)
2%	COCC(=O)NNC(=O)c1ccc(OC)cc1
6%	COc1ccccc1C(=O)ON=C1c2ccccc2-c2ccccc21
-2%	c1ccc(-c2csc(-c3nc4ccccc4[nH]3)n2)cc1
2%[57.5 µM]	Cc1ccccc1OCC(=O)Nc1ccc2c(c1)OCCO2
21%[57.5 µM]	CC1OC(Oc2c(-c3cc(O)c(O)c(O)c3)oc3cc(O)cc(O)c3c2=O)C(O)C(O)C1O (configuration not stated)
-7%	O=[N+]([O-])c1ncn(Cc2c(Cl)cccc2Cl)n1
3%	Cc1ccccc1NC(=S)N(CCCN1CCOCC1)Cc1cccs1
7%	CCCCc1ccc(NC(=S)N2CCN(c3ncccn3)CC2)cc1
3%[25.7 µM]	O=C(N[C@@H](CO)[C@@H](O)c1ccc([N+](=O)[O-])cc1)C(Cl)Cl
-9%	Cc1cccc(-c2nc3c(c(SCC(N)=O)n2)CCCC3)c1
-2%	CCOC(=O)NN1C(=O)c2ccccc2NC1c1ccc(OC)cc1OC (configuration not stated)
9%	Cc1ccc(C(C(=O)NC(C)(C)C)N(Cc2ccco2)C(=O)Cn2nnc(-c3cccs3)n2)cc1 (configuration not stated)
?	CCCCCc1cc(=O)oc2c(C(CCN3CCCCC3)c3cc(OC)c(OC)c(OC)c3)c(OC)cc(OC)c12 (configuration not stated)
3%	COc1ccc(CNC(=O)C2CCCN2S(=O)(=O)c2ccc(Cl)cc2)cc1 (configuration not stated)
5%[57.5 µM]	CC(C)[C@@H]1CC[C@@H](C)C[C@H]1OC(=O)C[n+]1cc(-c2ccc(Cl)cc2)n2c1CCCCC2
-11%&-2%	COc1ccc2nc3c(c(-c4ccccc4)c2c1)CCC3
7%	O=c1[nH]ncc(N2CCCCC2)c1Cl
7%	Cc1ccc(C(=O)COC(=O)c2cn(-c3ccccc3)nc2-c2ccccc2)cc1[N+](=O)[O-]
-8%	CC(=O)Nc1nc(-c2cc([N+](=O)[O-])cs2)cs1
4%	Cc1cccc(OC(=O)n2c(=S)oc3cc(Cl)ccc32)c1
-5%[57.5 µM]	C=CCNC(=O)N1CCCC(C(=O)c2cccc(Cl)c2)C1 (configuration not stated)
-10%[57.5 µM]	CC(C)c1ccc(NC(=S)NC2CC3C=CC2C3)cc1 (configuration not stated)
-13%	CCCCCC(=O)NC(=S)Nc1cccc(C(C)=O)c1
-2%[57.5 µM]	Cc1cc([N+](=O)[O-])nn1CC(=O)N/N=C/c1ccccc1F
13%	CCCCN=C1NC(=O)C(CC(=O)NCCc2ccc(OC)cc2)S1 (configuration not stated)

Next part:
ERK EGF inh	smiles
6%	CCCCOc1ccc(NC(=O)C2OC3OC(C)(C)OC3C3OC(C)(C)OC23)cc1 (configuration not stated)
9%	O=C(CCCC(=O)NCc1ccc(F)cc1)NCc1ccc(F)cc1
4%	CC(C)(C)c1ccc(C(=O)NNC(=O)c2ccc(Cl)cc2)cc1
-3%	O=c1oc2ccccc2c(NCc2ccccc2)c1[N+](=O)[O-]
4%	CCOc1ccc(-c2n[nH]c(=S)o2)cc1
-2%	O=S(=O)(c1ccccc1)N1CCC2(CCCN(c3ccncc3)C2)CC1
-6%	CCC(=O)Nc1ccc(C(=O)NNC(=O)c2ccc([N+](=O)[O-])cc2)cc1
4%[57.5 µM]	COC(=O)c1ccc(C2=NOC(C)(c3sc(-c4ccc(Cl)cc4)nc3C)C2)cc1 (configuration not stated)
-2%	COc1ccccc1C(=O)CSc1cccc[n+]1[O-]
?	O=C1OC(c2ccccc2)c2ccc3ccccc3c21 (configuration not stated)
16%[57.5 µM]	CC(C)(C)c1ccc2c(c1)OC(C(=O)N/N=C/c1ccc([N+](=O)[O-])o1)CO2 (configuration not stated)
14%	COC(=O)c1c(NC(=O)C2C3CCC(O3)C2C(=O)O)sc2c1CCCCCC2 (configuration not stated)
-1%	Cc1ccccc1C(=O)N1CCN(c2ccc(NC(=O)c3cccnc3Cl)cc2)CC1
3%	COc1ccc(-n2c(O)c(Cc3ccccc3)c(=O)n3nc(-c4ccccc4)c(=O)cc23)cc1
5%	C=CCOC(=O)C1(C(NC(=O)OC)c2ccccc2)C(=O)Cc2ccccc21 (configuration not stated)
-13%	N#C/C(=C/c1cccn1-c1cccc(C(=O)O)c1)c1ccc(Cl)cc1
9%[57.5 µM]	O=C(O)c1ccc(S(=O)(=O)Nc2cccc(CP(=O)(c3ccccc3)c3ccccc3)c2)cc1
0%	Cn1c(=S)[nH]c2scc(-c3cccs3)c2c1=O
-3%[57.5 µM]	O=c1c(OC2OC(CO)C(O)C(O)C2OC2OC(CO)C(O)C(O)C2OC2OC(CO)C(O)C(O)C2O)c(-c2ccc(O)c(O)c2)oc2cc(O)cc(O)c12 (configuration not stated)
-7%	CC(C)(C)CC(=O)NC(=S)NCc1ccco1
-1%	O=c1c2cc(O)c(O)cc2oc2cc(O)c(C3OC(CO)C(O)C(O)C3O)c(O)c12 (configuration not stated)
-8%	CCn1ncc(-c2ccnc3cc(C(=O)O)nn23)c1C
-11%[57.5 µM]	Cc1nc(C(=O)Nc2ccccc2)sc1C1(C)CC(c2cccc([N+](=O)[O-])c2)=NO1 (configuration not stated)
7%	O=C(Cn1c2c(sc1=O)C1c3ccccc3OCC1CS2)Nc1ccc(Cl)c(Cl)c1 (configuration not stated)
-8%	COc1ccccc1CNC(=O)COC(=O)Cc1c(Cl)cccc1Cl
-4%	CCN(C(=O)c1cc(Cl)ccc1OC)c1ccccc1C
4%	O=C(CNc1cccc2ccccc12)N/N=C/c1cccc(Oc2ccccc2)c1
-5%	Oc1cnc2ccccc2c1CN1CCOCC1
-3%	Cc1ccnc(N2CCC(C(=O)NCc3ccc(F)cc3)CC2)n1
-1%	COc1ccccc1OCCCC(=O)Nc1ccc(N2CCOCC2)cc1

Part of the list above in order of number of heavy atoms, ascending:
ERK EGF inh	smiles
1%	CC(=O)NC1=NN(C(C)=O)C(c2ccc(F)cc2)S1 (configuration not stated)
4%	Cc1cccc(OC(=O)n2c(=S)oc3cc(Cl)ccc32)c1
2%	Cc1cccc(C)c1OCC(=O)Nc1ccccc1C(F)(F)F
5%	C=CCOC(=O)C1(C(NC(=O)OC)c2ccccc2)C(=O)Cc2ccccc21 (configuration not stated)
-6%[57.5 µM]	C#CCNC(=O)C1=C[C@@H](c2coc3ccccc3c2=O)[C@H](CCCO)[C@@H](OCC)O1

Reformatted tab-delimited: part of the list above
compound	ERK EGF inh
CCN(C(=O)c1cc(Cl)ccc1OC)c1ccccc1C	-4%
O=C(CNc1cccc2ccccc12)N/N=C/c1cccc(Oc2ccccc2)c1	4%

Shown as a hit in ERK EGF inh, among the entries above:
ERK EGF inh	smiles
14µM*	Oc1ccc2ccccc2c1N=Nc1ccccc1F
